# Assay outcomes deposited in PubChem BioAssay by The Scripps Research Institute Molecular Screening Center.
# LYPLA2 counter – LYPLA2 (human) inhibition in PME1 counter-screen; inhibition, % at 5.9 µM; hit rate 0.38% among 320,000; recombinant LYPLA2, FP-Rh probe fluorescence polarization; O95372; AID 2177;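 active = inhibition above the screen-wide mean plus 3 SD, limit set per campaign, cut at about 26% in these data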;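 also: 0% = LYPLA2 with DMSO and 100% = wells lacking LYPLA2 enzyme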
# PAFAH2 FP inh – inhibitors of human PAFAH2. inhibition, % at 3.39 µM. hit rate 0.99% among 340,000. recombinant PAFAH2, FP-rhodamine activity probe, fluorescence polarization;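 active = inhibition above the mean over all tested compounds plus 3 SD, cut at about 30% in these data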;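 also: inhibitors block probe labeling of enzyme so polarization drops; 0% = enzyme with DMSO and 100% = wells lacking PAFAH2 protein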
# pPAFAH FP inh – pPAFAH (human) enzyme inhibition; inhibition, % at 3.39 µM; recombinant pPAFAH, FP-rhodamine probe fluorescence polarization; hit rate 1.5% among 330,000; Q13093;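 active = inhibition above the mean inhibition across the screen plus 3 SD, cut at about 25% in these data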;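 also: inhibitors block binding of the rhodamine activity-based probe so polarization drops; 0% = enzyme with DMSO and 100% = wells lacking pPAFAH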
# LYPLA1 counter – blocks human lysophospholipase 1, a PME1 counter-screen. O75608. recombinant LYPLA1, FP-Rh probe fluorescence polarization. inhibition, % at 5.9 µM. hit rate 0.16% among 320,000. AID 2174;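 active = inhibition above the mean of all tested compounds plus 3 SD, set per campaign, cut at about 14% in these data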;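 also: inhibitors block serine hydrolase probe labeling of LYPLA1 so polarization falls; 0% = enzyme with DMSO and 100% = wells lacking LYPLA1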
# PAFAH1B2 inh – inhibitors of human PAFAH1B2; P68402; recombinant PAFAH1B2, FP-rhodamine activity probe, fluorescence polarization; inhibition, % at 3.39 µM; hit rate 1.2% among 340,000; AID 492953;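 active = inhibition above the mean of all tested compounds plus 3 SD, cut at about 24% in these data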;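 also: 0% = enzyme with DMSO and 100% = wells lacking PAFAH1B2; many of its hits are not listed in these tables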
# PREPL inhibitor – inhibitors of human prolyl oligopeptidase-like enzyme PREPL. hit rate 0.68% among 320,000. AID 2751. inhibition, % at 5.96 µM. recombinant PREPL, fluorescence polarization activity-based probe. Q4J6C6; in the data active = inhibition above about 43%;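 also: 0% = enzyme with DMSO and 100% = wells lacking enzyme; many of its hits are not listed in these tables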
# Target sequence (Q4J6C6 whole entry, looked up): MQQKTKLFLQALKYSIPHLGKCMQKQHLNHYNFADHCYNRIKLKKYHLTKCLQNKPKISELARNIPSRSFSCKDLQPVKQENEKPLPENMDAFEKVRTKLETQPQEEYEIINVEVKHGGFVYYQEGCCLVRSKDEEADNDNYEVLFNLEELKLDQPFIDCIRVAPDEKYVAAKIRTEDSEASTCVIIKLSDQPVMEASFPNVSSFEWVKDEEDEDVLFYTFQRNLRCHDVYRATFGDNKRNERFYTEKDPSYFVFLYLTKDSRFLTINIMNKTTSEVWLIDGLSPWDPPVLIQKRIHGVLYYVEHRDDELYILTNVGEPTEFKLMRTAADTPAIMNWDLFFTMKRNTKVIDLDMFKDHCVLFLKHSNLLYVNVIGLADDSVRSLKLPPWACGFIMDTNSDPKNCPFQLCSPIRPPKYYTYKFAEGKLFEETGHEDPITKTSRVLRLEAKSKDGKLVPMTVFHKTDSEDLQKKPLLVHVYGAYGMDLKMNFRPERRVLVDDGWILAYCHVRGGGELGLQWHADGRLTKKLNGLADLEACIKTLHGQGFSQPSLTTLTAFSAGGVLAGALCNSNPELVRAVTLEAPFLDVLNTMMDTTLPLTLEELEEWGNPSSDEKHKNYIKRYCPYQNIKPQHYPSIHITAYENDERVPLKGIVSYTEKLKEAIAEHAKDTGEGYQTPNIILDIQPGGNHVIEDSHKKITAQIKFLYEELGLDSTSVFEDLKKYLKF
# GSTO1 inh – counter-screen for RBBP9 inhibitors: inhibitors of human GSTO1; hit rate 1.1% among 300,000; P78417; recombinant GSTO1, activity-based probe fluorescence polarization; inhibition, % at 5.96 µM;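 active = inhibition above the campaign mean inhibition plus 3 SD, cut at about 35% in these data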;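 also: 0% = GSTO1-1 with DMSO and 100% = wells lacking GSTO1-1 enzyme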
# PAD4 inh – blocks human protein arginine deiminase 4; Q9UM07; recombinant PAD4, RCA probe fluorescence polarization; inhibition, % at 6.36 µM; hit rate 0.41% among 330,000; AID 485272;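 active = percent inhibition above a cutoff equal to the mean of all tested compounds plus 3 SD, cut at about 15% in these data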;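 also: 0% = PAD4 with RCA probe and DMSO and 100% = probe without PAD4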
# PAFAH1B3 inh – PAFAH1B3 (human) inhibition. AID 492972. inhibition, % at 3.39 µM. hit rate 0.28% among 340,000. recombinant PAFAH1B3, FP-rhodamine probe, fluorescence polarization;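 active = inhibition above the screen-wide average of all tested compounds plus 3 SD, cut at about 25% in these data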;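 also: 0% = enzyme with DMSO only and 100% = wells lacking PAFAH1B3 protein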
# Target sequence (Q15102 whole entry, looked up): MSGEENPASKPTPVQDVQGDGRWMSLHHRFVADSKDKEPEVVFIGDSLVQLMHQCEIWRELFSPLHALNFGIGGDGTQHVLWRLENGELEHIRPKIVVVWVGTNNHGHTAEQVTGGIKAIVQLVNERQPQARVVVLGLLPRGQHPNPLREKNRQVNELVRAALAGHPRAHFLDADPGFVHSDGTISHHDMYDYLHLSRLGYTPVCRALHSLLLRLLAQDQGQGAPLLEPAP
# * = called active by the depositor; . = not tested or not shown.
item	molecule	LYPLA2 counter	PAFAH2 FP inh	pPAFAH FP inh	LYPLA1 counter	PAFAH1B2 inh
1	Cn1c(-c2ccc(F)cc2)cnc1NCc1cc2c(cc1[N+](=O)[O-])OCO2	42*	5	16	3	6
2	Cc1cc(C)c(S(=O)(=O)c2cccc(Cl)c2)c(=O)[nH]1	-13	-4	3	-1	3
3	CCc1nnc(NC(=O)CCNC(=O)c2ccco2)s1	8	3	2	3	1
4	COc1ccc(C)cc1NC(=O)COC(=O)c1ccc(OCc2ccc(Cl)cc2Cl)c(OC)c1	4	-6	2	-4	-2
5	CCCOc1cc(C)c(S(=O)(=O)N2CCN(C)CC2)cc1C	7	2	4	0	4
6	Cc1nonc1C1CCCN1Cc1cn[nH]c1-c1ccc(-c2ccccc2)cc1 (stereo unspecified)	-3	3	4	-1	8
7	O=S(=O)(Nc1cccc2c1CCCC2)c1ccc(Cl)cc1	1	1	10	-2	18
8	COc1ccc(CC(NC(C)=O)C(=O)NC2CCN(C(=O)C3CCCCC3)CC2)c(OC)c1 (stereo unspecified)	-1	0	-2	-1	4

item	PREPL inhibitor	GSTO1 inh	PAD4 inh	PAFAH1B3 inh
1	18	-1	0	4
2	-2	6	-4	9
3	-1	13	-1	9
4	9	0	-5	4
5	-4	-9	-8	3
6	23	-2	-2	-3
7	-10	-3	-8	11
8	12	5	1	6

# Reformatted with tabs: five of the compounds above.
entry	Molecule	LYPLA2 counter	PAFAH2 FP inh	pPAFAH FP inh	LYPLA1 counter	PAFAH1B2 inh	PREPL inhibitor	GSTO1 inh	PAD4 inh	PAFAH1B3 inh
1	Cn1c(-c2ccc(F)cc2)cnc1NCc1cc2c(cc1[N+](=O)[O-])OCO2	42*	5	16	3	6	18	-1	0	4
2	Cc1cc(C)c(S(=O)(=O)c2cccc(Cl)c2)c(=O)[nH]1	-13	-4	3	-1	3	-2	6	-4	9
3	CCc1nnc(NC(=O)CCNC(=O)c2ccco2)s1	8	3	2	3	1	-1	13	-1	9
4	COc1ccc(C)cc1NC(=O)COC(=O)c1ccc(OCc2ccc(Cl)cc2Cl)c(OC)c1	4	-6	2	-4	-2	9	0	-5	4
5	CCCOc1cc(C)c(S(=O)(=O)N2CCN(C)CC2)cc1C	7	2	4	0	4	-4	-9	-8	3

# Continued:
item	molecule	LYPLA2 counter	PAFAH2 FP inh	pPAFAH FP inh	LYPLA1 counter	PAFAH1B2 inh
9	CC1(C)SC(=S)N(/N=C/c2ccc(O)cc2)C1N(O)C(=O)Nc1ccc([N+](=O)[O-])cc1 (stereo unspecified)	-13	-9	-8	-17	6
10	COc1ccc(OC)c(NC(=O)c2oc3ccccc3c2NC(=O)C2CC2)c1	5	1	4	2	7
11	Cc1cc(C(=O)CSc2cccc[n+]2[O-])c(C)n1-c1ccccc1	6	11	1	4	-3
12	COc1cccc(NC(=O)c2cccc(C(=O)Nc3cccc(OC)c3)c2)c1	-4	-8	3	0	2
13	COc1cc(C(=O)Nc2ccc(C(N)=O)cc2)c([N+](=O)[O-])cc1OC	-2	-5	-5	-6	-3
14	COc1ccc(/C=C/c2cc(C(=O)O)c3ccccc3n2)cc1	0	1	-3	-1	5
15	CC(=O)c1ccccc1NC(=O)C1CC(=O)N(c2ccc3c(c2)OCCO3)C1 (stereo unspecified)	1	-2	6	4	-1
16	O=C(N/N=C/c1ccc(OC(=O)c2ccccc2Cl)cc1)c1ccc(O)cc1	-28	-23	-12	-24	-3

item	PREPL inhibitor	GSTO1 inh	PAD4 inh	PAFAH1B3 inh
9	-18	-14	-7	20
10	-1	2	-3	0
11	7	-1	2	3
12	9	1	2	6
13	3	7	-1	4
14	-2	-18	-4	-2
15	7	.	3	11
16	8	4	-7	-2

# (continued)
item	molecule	LYPLA2 counter	PAFAH2 FP inh	pPAFAH FP inh	LYPLA1 counter	PAFAH1B2 inh
17	COc1ccccc1CNC(=O)C1CC(c2cccc([N+](=O)[O-])c2)=NO1 (stereo unspecified)	-1	6	2	-3	2
18	CCN(CC)C(=O)C1CCCN(c2ccc([N+](=O)[O-])cc2/C=N/NC(=O)c2cccc(O)c2)C1 (stereo unspecified)	1	-4	6	4	11
19	COc1ccc(-c2noc(-c3ccccc3F)n2)cc1	2	-4	5	1	2
20	COc1cc(C(O)P(=O)(OC(C)C)OC(C)C)cc(OC)c1OC (stereo unspecified)	-4	1	3	-2	5
21	CC(C)CCN=CC1=C(O)CC(c2ccccc2)CC1=O (stereo unspecified)	6	1	4	4	13
22	CNC(=O)C1CC(=O)N/C(=N/N=C(\C)c2cccs2)S1 (stereo unspecified)	0	-1	5	2	5
23	COc1cc(/C=N/N=C2/NC(=O)C(CC(=O)O)S2)ccc1OCc1ccc(Cl)cc1 (stereo unspecified)	1	10	14	-3	16
24	Cc1ccc(C(=O)N2CCN(c3ccc(C(F)(F)F)cn3)CC2)c(C)c1	2	4	6	4	0

item	PREPL inhibitor	GSTO1 inh	PAD4 inh	PAFAH1B3 inh
17	-6	3	4	8
18	3	-6	1	-2
19	-1	4	-4	9
20	14	7	-7	5
21	1	1	-5	9
22	-6	4	-2	11
23	38	1	-4	6
24	16	-8	-7	5

# Next section
item	molecule	LYPLA2 counter	PAFAH2 FP inh	pPAFAH FP inh	LYPLA1 counter	PAFAH1B2 inh
25	O=C(COc1ccc(S(=O)(=O)N2CCCC2)cc1Cl)NC1CCCC1	-2	-8	-1	-1	5
26	COc1ccc(CCNC(=O)CCCCn2c(=O)[nH]c3ccccc3c2=O)cc1OC	-1	-6	-4	-1	1
27	COCCCNC(=S)NCCNc1nc2cc(C)cc(C)c2cc1C#N	-3	-3	1	-1	4
28	CC(=O)c1ccc(Oc2cc(C(F)(F)F)cnc2C(N)=O)cc1	-4	0	0	0	1
29	CC(NC(=O)c1ccc(=O)oc1)c1ccccc1 (stereo unspecified)	4	16	1	0	2
30	Cc1ccc(C)c(N2CCN(C(=O)Cc3cn(C)c4ccccc34)CC2)c1	-2	0	4	-2	3
31	COc1cc(/C=C(\C#N)c2nc3c(s2)CC(C)CC3)ccc1O (stereo unspecified)	-6	-4	17	-7	1
32	Cc1cccc(C(=O)NCC2CCN(C(=O)c3cccc(C)c3)CC2)c1	0	5	-1	1	-1

item	PREPL inhibitor	GSTO1 inh	PAD4 inh	PAFAH1B3 inh
25	11	2	-8	3
26	9	0	2	-7
27	-4	5	-4	3
28	-4	-2	-1	3
29	0	3	0	6
30	10	4	0	3
31	35	0	-6	-1
32	10	1	-3	2

# The listing continues:
item	molecule	LYPLA2 counter	PAFAH2 FP inh	pPAFAH FP inh	LYPLA1 counter	PAFAH1B2 inh
33	Cc1ccc(Oc2ccc(NC(=O)CSc3n[nH]c(N)n3)cc2)cc1	-4	6	8	-6	3
34	CCC(C)(C)n1nnnc1CN(Cc1cccs1)Cc1cc2cc(OC)ccc2[nH]c1=O	-1	3	-1	-2	4
35	N#Cc1cc([N+](=O)[O-])ccc1NC(=O)COC(=O)c1cnccn1	.	7	0	.	-1
36	O=C(CCn1nc(-c2ccccc2)ccc1=O)N1CCCC1	-4	2	1	0	-2
37	CCN(CC)C(=O)CSc1nnc(-c2cccs2)n1Cc1ccco1	5	-2	3	9	-3
38	COc1cccc(N2CCN(Cc3nnnn3C3CCCCC3)CC2)c1	4	-13	-1	-1	3
39	CCC(C)(C(=O)NC1CCCCC1)N(CC1CCCO1)C(=O)CNC(=O)c1ccccc1 (stereo unspecified)	-2	-1	3	-6	1
40	O=c1oc2cc(O)ccc2c2c1CCCC2	-1	-3	2	6	7

item	PREPL inhibitor	GSTO1 inh	PAD4 inh	PAFAH1B3 inh
33	3	4	2	-12
34	18	1	1	3
35	18	.	-1	10
36	1	3	-3	-2
37	2	15	-1	9
38	20	-3	2	8
39	4	5	3	0
40	-5	0	-3	14

# (cont.)
item	molecule	LYPLA2 counter	PAFAH2 FP inh	pPAFAH FP inh	LYPLA1 counter	PAFAH1B2 inh
41	Cc1cc(N2CCOCC2)nc2cc(O)ccc12	1	1	-5	-1	-4
42	COc1cccc(-c2nn(-c3ccccc3)cc2/C=C\C(=O)c2cccs2)c1	-39	-19	-7	-21	-7
43	O=C(O)C1CCN(C(=O)Cc2ccccc2)CC1	-2	-22	-3	-2	1
44	COc1cc2ncnc(NCc3cccs3)c2cc1OC	-6	7	6	-3	11
45	Cc1c(C)c2ccc(OCC(=O)Nc3ccccn3)c(C)c2oc1=O	8	12	4	5	6
46	CCCCNC(=O)C1CCCN1S(=O)(=O)c1cccc2nsnc12 (stereo unspecified)	6	-2	6	1	0
47	CCCc1nc2n[nH]c(N)c2c2c1CCC2	11	-4	5	2	4
48	O=C(O)c1cc(-c2c[nH]c3ccccc23)nc2cc3ccccc3cc12	3	.	10	1	.

item	PREPL inhibitor	GSTO1 inh	PAD4 inh	PAFAH1B3 inh
41	4	-3	1	-2
42	-8	-29	0	-26
43	-8	4	-2	1
44	10	4	-4	8
45	-1	3	0	2
46	-6	2	12	0
47	2	10	1	3
48	12	-30	-2	.

# Next section
item	molecule	LYPLA2 counter	PAFAH2 FP inh	pPAFAH FP inh	LYPLA1 counter	PAFAH1B2 inh
49	Cc1cc(C)c2[nH]c(=O)c(C(c3nnnn3C(C)(C)C)N3CCN(C(=O)c4ccco4)CC3)cc2c1 (stereo unspecified)	0	-2	0	-3	-3
50	Cc1cc(C)cc(OCCN2CCOCC2)c1	-3	-1	1	-2	2
51	O=C(NNC(=O)c1ccc(Cl)cc1Cl)c1ccncc1	-2	-8	1	-4	0
52	CCOc1cc(S(=O)(=O)NCc2ccccc2)ccc1F	5	4	2	-2	2
53	COc1ccc(CN2CCC(n3nccc3NC(=O)C3CC3)CC2)cc1O	-3	1	3	-5	3
54	CCCOc1ccc(S(=O)(=O)N2CCOCC2)cc1[N+](=O)[O-]	6	1	2	-1	2
55	CS(=O)(=O)N(Cc1ccc(C(=O)NN=C2CCCCCC2)cc1)c1ccccc1	-1	2	1	2	-5
56	CCOC(=O)C1Sc2ccccc2NC1=O (stereo unspecified)	1	11	3	3	3

item	PREPL inhibitor	GSTO1 inh	PAD4 inh	PAFAH1B3 inh
49	-5	-2	-3	6
50	-7	-2	-7	12
51	1	4	2	-7
52	17	-3	6	-1
53	5	2	1	0
54	-10	4	6	7
55	-12	5	-5	2
56	4	1	10	-1

# (listing goes on)
item	molecule	LYPLA2 counter	PAFAH2 FP inh	pPAFAH FP inh	LYPLA1 counter	PAFAH1B2 inh
57	Cc1cc(C)c(OCC(=O)OCCNC(=O)c2cccnc2)c(C)c1	3	-2	3	1	0
58	COCc1cc(C)nc(N2CCCCC2)c1C#N	2	4	-2	-1	3
59	Cc1ccc(NC(=O)CN2C(=O)S/C(=C\c3ccc(-c4cccc(C(=O)O)c4C)o3)C2=O)cc1	2	.	9	-4	.
60	NC1=NC(=O)C2(COC(c3ccncc3)OC2)S1 (stereo unspecified)	-7	9	2	-1	9
61	Nn1c(=S)[nH]c2sc3c(c2c1=O)CCCC3	2	8	7	3	0
62	CCN1CCN(C(=O)c2ccc(CS(=O)(=O)Cc3ccccc3C)o2)CC1	4	5	7	5	0
63	Cc1cc(N/C(=N/S(=O)(=O)c2ccc(F)cc2)c2ccccc2)n(-c2ccccc2)n1	2	0	0	-3	8

item	PREPL inhibitor	GSTO1 inh	PAD4 inh	PAFAH1B3 inh
57	-1	1	2	-3
58	16	-1	-4	12
59	6	1	-1	.
60	-8	-4	0	7
61	5	-2	4	9
62	14	-1	1	5
63	19	10	-5	10

# Some of the compounds tested; count on the stated rates, not on these rows.
